Assay outcomes: PubChem BioAssay, several laboratories
EP2 mod: modulates human prostaglandin E2 receptor EP2 signaling. EP2-expressing cells, cAMP HTRF FRET, PGE2 co-stimulation. induction, % at 25 µM. hit rate 0.83% among 260,000;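 active = compounds whose cAMP rise, as percent of the full-agonist control response, exceeds 60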;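 note: rat C6 glioma line stably carrying human EP2 under a CMV promoter; the protocol text gives 20 µM as final concentration; 100% = response of wells given 1 µM PGE2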
TRPML3 ag: agonists of human TRPML3 channel; Q8TDD5; HEK293 TRPML3-YFP, Fluo-8 calcium fluorescence; 100% = the carbachol control signal; activation, % at 3 µM; hit rate 0.29% among 220,000; AID 1448;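 active = activation above its plate's cutoff, the mean activation of the plate's test wells plus 3 SD, cut at about 12% in these data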;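 note: 0% = DMSO only wells and 100% = carbachol wells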
Target sequence (Q8TDD5 whole entry, looked up): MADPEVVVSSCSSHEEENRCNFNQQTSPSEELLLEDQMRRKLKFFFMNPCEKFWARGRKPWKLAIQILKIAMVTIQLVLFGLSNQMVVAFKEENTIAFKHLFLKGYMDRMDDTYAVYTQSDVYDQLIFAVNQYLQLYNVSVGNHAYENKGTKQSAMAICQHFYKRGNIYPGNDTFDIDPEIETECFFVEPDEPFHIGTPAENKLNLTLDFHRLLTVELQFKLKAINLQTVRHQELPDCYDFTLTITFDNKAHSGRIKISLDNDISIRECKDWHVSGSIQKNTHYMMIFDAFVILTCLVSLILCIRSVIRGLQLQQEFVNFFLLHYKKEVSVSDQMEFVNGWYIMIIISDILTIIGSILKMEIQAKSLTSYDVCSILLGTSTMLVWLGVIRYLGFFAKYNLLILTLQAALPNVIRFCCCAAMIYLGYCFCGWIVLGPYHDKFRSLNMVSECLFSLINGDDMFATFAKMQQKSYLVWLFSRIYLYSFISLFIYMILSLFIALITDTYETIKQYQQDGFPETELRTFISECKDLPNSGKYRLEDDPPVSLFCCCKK
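Test system: HEK293 cells stably carrying human TRPML3-YFP; Doses: single dose, 3 µM final nominal compound, 0.3% DMSO final; Schedule: dye loading 1 h 37 °C then 30 min ambient, 125 s read; Technique: Fluo-8 calcium fluorescence; Benchmarks: high control carbachol 87 µM, low control DMSO.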
PERK inhibitor: human PERK inhibition, primary cell-based screen. inhibition, % at 5.6 µM. hit rate 0.17% among 220,000. CHO PERK-DD fusion, SEAP luminescence translation reporter. Q9NZJ5;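 active = inhibition above the mean inhibition of all tested compounds plus 3 SD, set separately per screening campaign, cut at about 2.9% in these data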;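 note: PERK kinase domain activated by AP20187 dimerizer at 100 nM; 0% = DMSO with dimerizer and 100% = rapamycin at 8.4 µM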
zfTRPN1 agonist: zebrafish TRPN1 (NompC) channel agonism; HEK293 zebrafish TRPN1-YFP, Fluo-8 calcium fluorescence; 100% = response to 87 µM carbachol; activation, % at 3 µM; hit rate 0.18% among 220,000;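 active = activation above its plate's cutoff, the mean activation of test wells on that plate plus 3 SD, cut at about 19% in these data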;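 note: 0% = DMSO alone and 100% = 87 µM carbachol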
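Assay system: Zebrafish TRPN1-YFP in HEK293 cells | Incubation: Dye loading 1 h at 37 °C, then 30 min room temperature | Measured by: Kinetic Fluo-8 fluorescence, ex 470-495, em 515-575 nm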
S1P4 antag: antagonists of human S1P4 receptor; hit rate 0.26% among 220,000; O95977; AID 1510; inhibition, % at 4.98 µM; S1P4-expressing cells, antagonist mode, reporter read-out; in the data active = inhibition above about 29%;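 note: 0% = wells stimulated with agonist and 100% = vehicle wells without agonist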
Target sequence (O95977 whole entry, looked up): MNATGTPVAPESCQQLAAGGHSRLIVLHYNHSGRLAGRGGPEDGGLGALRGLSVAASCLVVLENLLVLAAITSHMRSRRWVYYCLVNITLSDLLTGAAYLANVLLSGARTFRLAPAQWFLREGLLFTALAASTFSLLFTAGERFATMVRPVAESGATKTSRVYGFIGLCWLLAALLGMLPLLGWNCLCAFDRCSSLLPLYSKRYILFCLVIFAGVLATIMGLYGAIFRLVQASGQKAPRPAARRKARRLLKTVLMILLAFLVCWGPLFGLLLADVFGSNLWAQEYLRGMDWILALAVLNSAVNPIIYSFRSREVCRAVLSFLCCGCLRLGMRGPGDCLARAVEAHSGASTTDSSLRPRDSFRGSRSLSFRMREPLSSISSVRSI
BaF3 parental: reduces parental Ba/F3 cell viability, JAK2V617F counter-screen; hit rate 1.1% among 220,000; inhibition, % at 5.6 µM; AID 1486; CellTiter-Glo ATP luminescence;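 active = inhibition above a per-campaign cutoff, the mean inhibition of all tested compounds plus 3 SD, cut at about 27% in these data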;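 note: 0% = DMSO wells and 100% = JAK Inhibitor I control wells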
m-calpain inh: inhibitors of pig calpain II; hit rate 0.37% among 220,000; AID 1236; purified calpain II, fluorogenic peptide substrate, 30 min; inhibition, % at 16 µM;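 active = inhibition above about 50%, limit read from the data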
Ba/F3 V617F tox: loss of viability in JAK2V617F-driven Ba/F3 cells; Ba/F3 EpoR-JAK2V617F viability, ATP luminescence; inhibition, % at 5.6 µM; hit rate 1.1% among 220,000;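 active = inhibition above the campaign mean plus 3 SD over all tested compounds, cut at about 24% in these data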;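 note: cytokine-independent growth of Ba/F3 cells driven by EpoR plus mutant JAK2; 0% = DMSO-treated cells and 100% = JAK inhibitor I control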
S1P4 agonist: human S1P4 receptor agonism | activation, % at 4.98 µM | S1P4-expressing cell line, agonist reporter assay | O95977 | hit rate 0.35% among 220,000 | AID 1509; in the data active = activation above about 11%;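 note: 0% = DMSO vehicle and 100% = reference agonist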
* hit, by the source's call; i = inactive.

no.	molecule	Ba/F3 V617F tox	BaF3 parental	S1P4 antag	PERK inhibitor	m-calpain inh
1	COc1ccc([N+](=O)[O-])cc1NC(=O)Cc1noc2ccc(C)cc12	3	10	5	0.3	-21
2	CS(=O)(=O)N1CCN(C2C3CC4CC(C3)CC2C4)CC1 (centres undefined)	3	10	12	-0.1	22
3	CCOc1cc(N2CCOCC2)c(OCC)cc1NC(=O)c1ccc(OCc2c(C)noc2C)c(OC)c1	2	9	-22	-1.2	10
4	C=CCn1c(SCCOc2ccc(OC)cc2)nnc1C(C)NC(=O)c1ccc(OC)cc1 (centres undefined)	-5	0	0	0.4	13
5	CCCn1nnc(NC(=O)c2ccc(-c3cccc(Cl)c3)o2)n1	-4	-3	-5	-0.4	-1
6	CCCN1C2CCCC1CC(NC(=O)Nc1cccc(C(C)=O)c1)C2 (centres undefined)	-4	3	1	0.3	1
7	COC(=O)[C@H](CCSC)NC(=O)Nc1ccc(C)cc1C	-3	-2	-3	1.1	-30
8	CC(C)OC(=O)CSc1nc2ccccc2s1	-1	0	-10	0.1	14
9	COc1ccc(-c2noc(CN3CCC(Cc4ccccc4)CC3)n2)cc1	-5	2	-1	1.2	10
10	Cc1cc(C)cc(NC(=O)C2CCN(S(=O)(=O)c3c(C)n[nH]c3C)CC2)c1	0	4	1	0.5	-6
11	COc1ccc(C2=Nc3ccc(Br)cc3C(c3ccccc3)N2CC(=O)NN)cc1 (centres undefined)	1	4	20	-1.4	-9
12	COc1ccc(C2=COc3ccccc3C(=O)N2)cc1	1	4	-4	0.0	9
13	Cc1cc(C)cc(OCc2nnc(SCC(=O)N3CCN(c4ccccc4)CC3)o2)c1	6	5	-11	0.3	-22
14	CCOC(=O)N1CCC(N2Cc3cccc(C(=O)NCc4ccc5c(c4)OCO5)c3C2=O)CC1	1	0	-1	-1.1	-28
15	COc1ccc(C2(CN(C(C)=O)C(C)=O)CCCC2)cc1OC	2	1	5	-0.8	7

no.	S1P4 agonist	zfTRPN1 agonist	EP2 mod	TRPML3 ag
1	0.7	0.3	-17	-0.6
2	-0.3	0.2	-3	0.1
3	-0.6	1.7	-47	0.5
4	0.8	-0.8	14	0.2
5	-1.0	1.0	-50	-0.7
6	-4.3	1.3	-3	0.9
7	-0.1	0.2	14	0.3
8	-0.7	-1.5	3	0.6
9	0.7	1.0	-18	1.3
10	2.6	0.0	-10	0.1
11	1.5	1.0	-11	0.3
12	3.0	-0.6	27	-0.1
13	2.1	0.1	17	0.4
14	1.0	0.9	5	0.0
15	0.9	4.2	6	1.4

(further entries)
no.	molecule	Ba/F3 V617F tox	BaF3 parental	S1P4 antag	PERK inhibitor	m-calpain inh
16	CC(C)(Oc1ccc(CCNC(=O)c2ccc(-c3ccccc3)o2)cc1)C(=O)O	2	5	-12	0.3	-30
17	CN(C(=O)COC(=O)c1ccc(Cl)cc1N)C1CCS(=O)(=O)C1 (centres undefined)	-2	0	-15	1.6	i
18	O=Cc1cn[nH]c1-c1ccccc1	-1	6	-12	1.5	-34
19	Nc1ccc(N=Nc2ccc(N)cc2)cc1	5	9	-3	0.0	0
20	Cc1nc(N2CCC(C)CC2)c2oc3ccccc3c2n1	1	7	-8	-1.9	-8
21	CCC(C)NS(=O)(=O)c1ccc(N)cc1 (centres undefined)	3	3	6	0.1	13
22	Clc1ccc(Oc2nc(Oc3ccc(Cl)cc3)nc(N3CCOCC3)n2)cc1	3	7	0	1.6	9
23	C=CCN1C(=O)C(Cc2cccc(C)c2)SC1=Nc1ccc(C(=O)O)cc1 (centres undefined)	3	13	-17	1.5	-33
24	Cc1noc(C)c1C(=O)OCC(=O)NCCc1ccc(Cl)cc1	0	4	-16	-0.1	-17
25	CC(=O)c1cccc(CN2CCCC(CCC(=O)NCc3ccccc3F)C2)c1 (centres undefined)	1	2	5	-0.4	-20
26	O=C(COc1ccccc1Cl)c1ccc2c(c1)CCCC2	-1	4	15	1.4	12
27	CC1(C(=O)OCC(=O)Nc2ccccc2)CC1(Cl)Cl (centres undefined)	1	6	-5	1.4	-7
28	COCCn1nnnc1C(c1cccc(C(F)(F)F)c1)N1CCOCC1 (centres undefined)	3	4	-13	1.3	-7
29	CCN1/C(=C/c2cc[n+](CCCS(=O)(=O)[O-])c3ccccc23)Sc2ccccc21	4	4	-10	0.6	12
30	O=C1c2ccccc2C(=O)N1C/C=C/c1ccccc1	5	8	0	0.2	-13

no.	S1P4 agonist	zfTRPN1 agonist	EP2 mod	TRPML3 ag
16	1.0	1.3	6	1.0
17	-5.1	-0.2	7	1.0
18	-0.6	0.0	8	0.3
19	0.7	-1.4	-20	0.8
20	2.4	-1.1	33	-0.4
21	-0.3	2.0	9	0.6
22	1.6	3.2	33	0.0
23	-0.4	0.1	6	-0.3
24	0.0	-1.7	4	-0.6
25	0.9	-1.3	11	0.1
26	-1.9	-0.3	27	-0.4
27	0.6	0.6	-26	1.9
28	0.4	-2.1	20	0.8
29	0.4	3.1	-3	-0.3
30	-0.2	-1.0	-2	0.6

Next part.
no.	molecule	Ba/F3 V617F tox	BaF3 parental	S1P4 antag	PERK inhibitor	m-calpain inh
31	COc1ccc(C(=O)Nc2nc3cc4c(cc3s2)OCO4)c(OC)c1	-4	5	1	1.8	-325
32	OCCC1CN(Cc2cccc3nccnc23)CCN1Cc1ccc(F)cc1 (centres undefined)	-5	0	16	-0.7	-15
33	O=C(O)c1ccccc1-c1ccccc1C(=O)NCCCO	2	2	-19	0.2	-16
34	CCC(c1nnnn1Cc1ccccc1)N1CCN(c2ccccc2)CC1 (centres undefined)	-3	-2	-13	0.3	-18
35	CCc1cccc(CC)c1N(COC)C(=O)Cn1cnc2ccccc21	4	1	-2	-2.0	-7
36	COc1ccc(Cc2nnc(SCC(=O)NC3CCCC3)o2)cc1	-2	2	-11	0.8	-2
37	COc1ccc(OC)c(N2C(=O)C(Cl)=C(N3CCCCC3)C2=O)c1	-1	4	-17	0.6	33
38	C#CCOCCOCCOCCNc1nc(N2CCN(C(=O)[C@H]([C@@H](C)CC)n3cc([C@@H](N)CC(C)C)nn3)CC2)nc(N2CCN(C(=O)[C@H]([C@@H](C)CC)n3cc([C@@H](N)CC(C)C)nn3)CC2)n1	-2	1	5	0.4	0
39	C=CCCC(=O)Nc1ccc(Br)cn1	-1	8	-5	0.8	-20
40	O=C(NNc1ccccc1)C(=O)N1CCCCC1	0	7	-9	0.6	-18
41	CC(C)c1nc(SCC(=O)N2CCN(c3ccccc3)CC2)c2c(=O)n(C)c(=O)n(C)c2n1	-2	5	0	0.7	-12
42	CCN(Cc1cc(OC)c(OC)c(OC)c1)C(=S)Nc1cccc(SC)c1	-2	-3	-4	-1.1	-11
43	O=C(CNS(=O)(=O)c1ccc(Br)s1)NCc1ccc2c(c1)OCO2	0	4	-2	1.3	15
44	NC(=O)COC(=O)CC12CC3CC(CC(C3)C1)C2	3	6	1	0.5	-23
45	CC(C)(C)NNC(=S)Nc1cccc(F)c1	1	4	-6	0.1	-12

no.	S1P4 agonist	zfTRPN1 agonist	EP2 mod	TRPML3 ag
31	0.4	0.3	-16	0.5
32	2.1	-0.5	11	0.2
33	-0.2	0.0	25	0.5
34	0.5	-1.8	-4	0.0
35	0.9	-1.3	0	-0.8
36	2.2	-0.3	17	0.3
37	3.6	-0.1	13	-1.3
38	0.9	0.6	4	0.6
39	0.2	-1.5	12	-0.3
40	0.5	1.3	5	0.8
41	-1.0	0.3	-3	1.2
42	1.9	2.9	-20	0.7
43	2.3	0.4	8	-0.2
44	-0.1	0.9	18	-0.4
45	1.4	0.1	2	0.5

Continuation.
no.	molecule	Ba/F3 V617F tox	BaF3 parental	S1P4 antag	PERK inhibitor	m-calpain inh
46	CC1(C(=O)O)Sc2[nH]c(=O)sc2C2c3ccccc3OC(=O)C21 (centres undefined)	-4	1	-6	2.1	-11
47	CC(=O)c1ccc(N2CCN(C(=O)C3CCCN(S(=O)(=O)c4c(C)[nH]c(=O)[nH]c4=O)C3)CC2)cc1 (centres undefined)	-2	-3	0	0.9	-10
48	O=C1C(Cc2cccc([N+](=O)[O-])c2)SC(=Nc2ccccc2)N1c1ccccc1 (centres undefined)	1	6	1	0.7	-5
49	CC1Cc2ccccc2N1C(=O)COC(=O)Cn1nnc(-c2ccccc2)n1 (centres undefined)	1	5	-26	0.4	47
50	CC(C)(C)c1ccc(NC(=O)NC2CCCc3ccccc32)cc1 (centres undefined)	1	-2	13	1.1	11
51	Cc1cc(NC(=O)Cn2cnc3c(nnn3-c3cccc(F)c3)c2=O)no1	3	5	16	0.2	9
52	CCCOc1ccc(-c2nc(C#N)c(NCC3CCCO3)o2)cc1 (centres undefined)	2	4	-6	-1.0	-247
53	Cc1oc2c(O)c(O)ccc2c(=O)c1-c1cnn(-c2ccccc2)c1	45*	0	-10	0.0	8
54	c1ccc(-c2n[nH]c(-c3ccccn3)n2)cc1	1	8	-9	0.1	-4
55	c1ccc(-n2nnnc2Sc2n[nH]c(-c3ccncc3)n2)cc1	-2	1	5	2.3	-18
56	COCCNC(C)C(=O)C12CC3CC(CC(C3)C1)C2 (centres undefined)	-3	-1	-16	0.5	3
57	Cc1nn(C)c(C)c1Sc1ccc(Br)cc1	1	4	2	0.3	-3
58	O=C1C2ON(c3ccccc3)C(c3ccccn3)C2C(=O)N1c1ccc(Br)cc1 (centres undefined)	2	4	9	0.7	2
59	COc1ccc(OCCC(=O)NC2CCCCC2)cc1	0	-1	-3	0.7	-26

no.	S1P4 agonist	zfTRPN1 agonist	EP2 mod	TRPML3 ag
46	-0.4	1.6	10	1.2
47	-0.5	0.1	17	0.5
48	1.0	0.3	23	0.9
49	-1.1	1.0	20	-0.2
50	-0.7	0.6	-9	-0.1
51	-0.6	-0.2	-25	0.5
52	0.0	-0.9	-6	0.1
53	1.3	-1.3	-42	-0.6
54	0.9	-0.6	-6	-0.1
55	1.3	1.0	9	1.1
56	-0.3	1.5	10	0.7
57	-0.3	0.3	-4	-0.9
58	1.3	-0.2	20	0.1
59	0.6	-0.6	0	0.9

Just PERK inhibitor, zfTRPN1 agonist and BaF3 parental, for some of the entries so far:
| item | smiles | PERK inhibitor | zfTRPN1 agonist | BaF3 parental |
| --- | --- | --- | --- | --- |
| 4 | C=CCn1c(SCCOc2ccc(OC)cc2)nnc1C(C)NC(=O)c1ccc(OC)cc1 (centres undefined) | 0.4 | -0.8 | 0 |
| 5 | CCCn1nnc(NC(=O)c2ccc(-c3cccc(Cl)c3)o2)n1 | -0.4 | 1.0 | -3 |
| 6 | CCCN1C2CCCC1CC(NC(=O)Nc1cccc(C(C)=O)c1)C2 (centres undefined) | 0.3 | 1.3 | 3 |
| 7 | COC(=O)[C@H](CCSC)NC(=O)Nc1ccc(C)cc1C | 1.1 | 0.2 | -2 |
| 8 | CC(C)OC(=O)CSc1nc2ccccc2s1 | 0.1 | -1.5 | 0 |
| 9 | COc1ccc(-c2noc(CN3CCC(Cc4ccccc4)CC3)n2)cc1 | 1.2 | 1.0 | 2 |

Shown bar-delimited: part of the list above
no. | Structure | Ba/F3 V617F tox | BaF3 parental | S1P4 antag | PERK inhibitor | m-calpain inh | S1P4 agonist | zfTRPN1 agonist | EP2 mod | TRPML3 ag
46 | CC1(C(=O)O)Sc2[nH]c(=O)sc2C2c3ccccc3OC(=O)C21 (centres undefined) | -4 | 1 | -6 | 2.1 | -11 | -0.4 | 1.6 | 10 | 1.2
53 | Cc1oc2c(O)c(O)ccc2c(=O)c1-c1cnn(-c2ccccc2)c1 | 45* | 0 | -10 | 0.0 | 8 | 1.3 | -1.3 | -42 | -0.6
